5HT1E ag = agonists of human 5-HT1E serotonin receptor; P28566; CHO 5-HT1E Ga15 NFAT-bla reporter, FRET; 0% DMSO wells, 100% control agonist wells; activation, % at 6 µM; 65,000 compounds, 0.69% hits; AID 574;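 active means activation above a set limit, the screen-wide mean activation plus 3 SD, cut at about 8.5% in these data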;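 further: 100% = positive control agonist at 1 µM giving full maximal response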
Target sequence (P28566 whole entry, looked up): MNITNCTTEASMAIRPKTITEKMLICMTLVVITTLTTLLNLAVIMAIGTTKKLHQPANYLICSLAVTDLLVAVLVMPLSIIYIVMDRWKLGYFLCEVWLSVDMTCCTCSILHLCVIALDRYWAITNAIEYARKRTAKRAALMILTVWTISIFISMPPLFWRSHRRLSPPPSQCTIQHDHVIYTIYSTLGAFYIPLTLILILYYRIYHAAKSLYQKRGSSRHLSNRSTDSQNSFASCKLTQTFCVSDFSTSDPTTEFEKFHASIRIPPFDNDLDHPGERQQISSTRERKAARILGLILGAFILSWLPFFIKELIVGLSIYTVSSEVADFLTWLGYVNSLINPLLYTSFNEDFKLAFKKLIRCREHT
NADH enzymes = blocks coupling enzymes of NAD/NADH assays | coupled PK/LDH NADH assays, four targets | IC50, µM (highest dose often 10 µM), without a hit: at the top dose inhibition | 65,000 compounds, 0.02% hits | AID 774;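 active means single-dose screening hits from any of four coupled enzyme assays that gave an IC50 when retested across doses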;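 further: the DPM-DC format reads NADH fluorescence rather than 340 nm absorbance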
RORA act = activates the human nuclear receptor RORA; P35398; CHO-K1 Gal4-RORA LBD luciferase reporter, luminescence; percent increase over mock-subtracted basal signal; activation, % at 10 µM; 65,000 compounds, 1.5% hits;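 active means activation above the mean of all tested compounds plus 3 SD, cut at about 49% in these data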;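 further: 0% = DMSO-treated RORA cells and 100% = added signal equal to DMSO minus mock-transfected cells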
Target sequence (P35398 whole entry, looked up, the tested form may be a part): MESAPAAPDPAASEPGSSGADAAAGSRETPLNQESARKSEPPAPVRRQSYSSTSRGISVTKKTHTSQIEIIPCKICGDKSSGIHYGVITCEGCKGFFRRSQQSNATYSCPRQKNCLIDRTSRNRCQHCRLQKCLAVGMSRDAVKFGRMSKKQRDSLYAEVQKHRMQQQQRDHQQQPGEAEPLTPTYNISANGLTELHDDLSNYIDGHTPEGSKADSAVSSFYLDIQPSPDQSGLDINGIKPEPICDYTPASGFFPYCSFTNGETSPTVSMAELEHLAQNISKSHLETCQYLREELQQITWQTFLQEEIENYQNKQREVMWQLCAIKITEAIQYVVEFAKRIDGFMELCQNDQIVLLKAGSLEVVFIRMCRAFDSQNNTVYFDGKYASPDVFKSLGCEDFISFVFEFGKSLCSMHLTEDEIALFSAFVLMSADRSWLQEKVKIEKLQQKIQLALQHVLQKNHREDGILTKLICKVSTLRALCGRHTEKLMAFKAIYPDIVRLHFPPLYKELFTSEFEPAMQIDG
HTR1E antagonist = 5-HT1E (human) receptor antagonism; inhibition, % at 6 µM; P28566; CHO 5-HT1E Ga15 NFAT-bla reporter, FRET, antagonist; 65,000 compounds, 0.99% hits;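 active means inhibition above a set limit, the mean inhibition across every tested compound plus 3 SD, cut at about 29% in these data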;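 further: signal is the 460 over 535 nm emission ratio of beta-lactamase substrate; 0% = agonist plus DMSO wells and 100% = wells without agonist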
HTR1A agonist = 5-HT1a (human) receptor agonism. 65,000 compounds, 0.56% hits. activation, % at 10 µM. CHO 5-HT1a Ga15 NFAT-bla reporter, FRET ratio; 0% basal, 100% maximal reference agonist. P08908;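 active means activation above the screen-wide mean activation plus 3 SD, cut at about 19% in these data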;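 further: 0% = DMSO wells and 100% = 5-CT at EC100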
Ecoli tolC = growth inhibitors of E. coli BW25113 tolC mutant; OD615; growth inhibition, % at 10 µM (by protocol); 65,000 compounds, 2.2% hits;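 active means growth inhibition at or above a cutoff equal to the mean over every tested compound plus 3 SD, cut at about 60% in these data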;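 further: growth measured after 20 h incubation at 37 °C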
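Test system: E. coli BW25113 ΔtolC::kan bacteria | Medium: Kanamycin-containing LB broth (50 µg/mL) | Dosing: One dose of 10 µM final | Times: 20 h incubation with compound, 37 °C | Detection: Optical density read at 615 nm | Read-out basis: Percent growth inhibition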
MMP-13 inhibitor = blocks human MMP13 activity; inhibition, % at 4 µM; P45452; MMP-13 fTHP FRET cleavage, Mca fluorescence; 65,000 compounds, 0.07% hits;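 active means inhibition above the mean of compound-free control plate wells plus 3 SD, cut at about 14% in these data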;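 further: 0% = DMSO wells and 100% = wells with reference MMP-13 inhibitor after basal subtraction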
SF-1 act = activators of human nuclear receptor SF-1; Q13285; CHO-K1 Gal4-SF-1 LBD luciferase reporter; % increase over DMSO SF-1-specific signal; activation, % at 10 µM; 65,000 compounds, 1.9% hits; AID 522;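 active means activation above the mean activation of all tested compounds plus 3 SD, cut at about 50% in these data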
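Assay system – CHO-K1 cells with Gal4–hSF-1 LBD chimera plus Gal4-driven luciferase · Quantity – 4,000 cells per well · Times – compound added 1 h post-seeding, 20 h exposure at 37 °C, 5% CO2 · Measured by – luciferase light emission · Benchmarks – DMSO and mock-transfected background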
5-HT1A blocker = antagonists of human 5-HT1a serotonin receptor. inhibition, % at 10 µM. 62,000 compounds, 0.68% hits. CHO 5-HT1a Ga15 NFAT-bla reporter, antagonist mode;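 active means inhibition above the mean of all tested compounds plus 3 SD, cut at about 43% in these data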;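 further: receptor stimulated by 5-CT agonist at 100 nM near EC80; beta-lactamase reporter measured by ratiometric fluorescence of a cleavable substrate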
The depositor's hits bear a star; i = inactive; / = not tested or not shown; [ ] = another dose, or the depositor's remark. An unsorted share of the library; about 7.2% have a hit in one of these screens.

A first look:
| smiles | 5HT1E ag | NADH enzymes | RORA act | HTR1E antagonist | HTR1A agonist | Ecoli tolC | MMP-13 inhibitor | SF-1 act | 5-HT1A blocker |
| --- | --- | --- | --- | --- | --- | --- | --- | --- | --- |
| CCOC(=O)N1CCN(c2c(-c3ccccc3)c3cc(Cl)ccc3[nH]c2=O)CC1 | 0.2 | 6% | -22 | 4 | 1.5 | -1 | -2 | 1 | -12 |
| COC(=O)c1ccccc1NC(=O)CC(NCc1ccccc1)C(=O)O (centres undefined) | 0.7 | 11% | 3 | -9 | 0.6 | -4 | 0 | 11 | 2 |

Results (from the top)
| smiles | 5HT1E ag | NADH enzymes | RORA act | HTR1E antagonist | HTR1A agonist | Ecoli tolC | MMP-13 inhibitor | SF-1 act | 5-HT1A blocker |
| --- | --- | --- | --- | --- | --- | --- | --- | --- | --- |
| CCOC(=O)N1CCN(c2c(-c3ccccc3)c3cc(Cl)ccc3[nH]c2=O)CC1 | 0.2 | 6% | -22 | 4 | 1.5 | -1 | -2 | 1 | -12 |
| COC(=O)c1ccccc1NC(=O)CC(NCc1ccccc1)C(=O)O (centres undefined) | 0.7 | 11% | 3 | -9 | 0.6 | -4 | 0 | 11 | 2 |
| Nc1ccc2oc(-c3cccs3)nc2c1 | -0.7 | 12% | 30 | -2 | -3.1 | -2 | -10 | 38 | -4 |
| O=C(CC(C(=O)O)C1CCCO1)Nc1cccc(C(F)(F)F)c1 (centres undefined) | 0.5 | 5% | -18 | -6 | -1.3 | -7 | 4 | 12 | -14 |
| COc1cc(C2N(c3ccccn3)C(=O)C3CCCN32)cc(OC)c1OC (centres undefined) | 0.7 | 5% | 2 | -1 | -0.3 | -16 | -2 | -9 | 4 |
| CCOc1ccc2[nH]cc(C(=O)N3CCN(CC)CC3)c(=O)c2c1 | -0.8 | 4% | 4 | 1 | -2.5 | -18 | -17 | 2 | 8 |
| COc1ccc(Cc2c(O)nc(SC)n(C(C)=O)c2=O)cc1 | 0.1 | 5% | 1 | 5 | 1.9 | -12 | -2 | 5 | 5 |
| COc1cc(Nc2nc(SCC#N)nc3ccccc23)cc(OC)c1OC | 3.3 | 2% | 11 | -5 | -0.2 | -2 | 2 | -5 | 1 |
| CC(=O)c1ccc(N2CCN(C(=O)C3CCN(S(=O)(=O)Cc4ccccc4)CC3)CC2)cc1 | 0.4 | 7% | -4 | -6 | 0.9 | -4 | 1 | 6 | 10 |
| Cc1cnc(C(=O)OCC(=O)Nc2ccc(Oc3ccccc3)cc2)cn1 | 0.3 | 2% | -3 | -4 | -1.3 | 4 | 1 | 11 | -8 |
| Cc1csc(SCC(=O)Nc2ccc(Cl)cn2)n1 | -0.7 | 4% | -14 | -9 | -2.3 | 2 | 8 | 12 | 7 |
| CC12CCC(C(=O)N3CCN(C(=O)C45CCC(C)(C(=O)O4)C5(C)C)CC3)(OC1=O)C2(C)C | 0.7 | 2% | 10 | 4 | 3.5 | -17 | -6 | 7 | 0 |
| c1ccc2c(Oc3ccc4c(c3)OCO4)nncc2c1 | -0.6 | 5% | 5 | -9 | -2.9 | 8 | 0 | 44 | 10 |
| Cc1cc(C)nc(NC(=O)CN2C(=O)c3ccccc3C2=O)n1 | -0.4 | 1% | -1 | -5 | -4.0 | -12 | 0 | -7 | 1 |
| Cc1ccc(-c2csc3nnc(SCC(=O)Nc4nsc(-c5ccccc5)n4)n23)cc1 | 0.5 | 4% | 2 | 21 | -0.1 | 30 | 6 | 0 | 27 |
| COc1ccc(CCNC(=O)C2CCN(C(=O)N(C)C)CC2)cc1OC | 0.6 | 2% | 7 | 1 | -3.2 | -9 | -7 | -4 | 0 |
| O=C(Cc1cc(=O)[nH]c(=O)[nH]1)N1CCC(Cc2ccccc2)CC1 | 0.9 | 6% | 3 | -7 | -4.8 | -5 | -3 | -3 | -4 |
| CCOc1ccc(N(CC(=O)N2CCc3ccccc32)S(=O)(=O)c2c(C)noc2C)cc1 | 0.4 | 7% | -10 | -5 | 3.3 | 27 | -1 | -6 | 1 |
| COc1ccc(CCNC(=O)CCNS(=O)(=O)c2ccc3c(c2)CCN3C(C)=O)cc1OC | 0.4 | 6% | -9 | -1 | -3.4 | -18 | 4 | 2 | -11 |
| NS(=O)(=O)c1cccc2cccnc12 | 0.0 | 8% | -7 | 1 | -3.3 | -8 | 4 | 10 | 6 |
| O=C(Nc1cc(=O)[nH]c2ncnn12)c1ccccc1Cl | 1.0 | 7% | 0 | -6 | -4.5 | -3 | 0 | -17 | -2 |
| COC(=O)c1sc(S(=O)(=O)NCc2cccs2)c(C(=O)OC)c1C | -0.7 | 4% | 12 | 12 | -0.1 | 21 | 3 | -17 | 25 |
| Cc1c(C(=O)NCC2CCCO2)oc2ccc(S(=O)(=O)N3CCCCC3)cc12 (centres undefined) | 1.4 | 5% | 18 | -11 | 0.0 | 7 | 5 | -12 | -11 |
| Cn1c2ccc(F)cc2c2ncn(CCN3CCOCC3)c(=O)c21 | -0.4 | 6% | 11 | 0 | -0.1 | -7 | -15 | 9 | -26 |
| CC1Cc2ccccc2N1C(=O)CSc1nnc(CSc2ncccn2)n1C (centres undefined) | 0.8 | 7% | 8 | -9 | 4.2 | -11 | -2 | 1 | 4 |

Shown with values under each structure: entries from further up
Each structure is followed by: 5HT1E ag	NADH enzymes	RORA act	HTR1E antagonist	HTR1A agonist	Ecoli tolC	MMP-13 inhibitor	SF-1 act	5-HT1A blocker
CC(=O)c1ccc(N2CCN(C(=O)C3CCN(S(=O)(=O)Cc4ccccc4)CC3)CC2)cc1
    0.4	7%	-4	-6	0.9	-4	1	6	10
Cc1cnc(C(=O)OCC(=O)Nc2ccc(Oc3ccccc3)cc2)cn1
    0.3	2%	-3	-4	-1.3	4	1	11	-8
Cc1csc(SCC(=O)Nc2ccc(Cl)cn2)n1
    -0.7	4%	-14	-9	-2.3	2	8	12	7
CC12CCC(C(=O)N3CCN(C(=O)C45CCC(C)(C(=O)O4)C5(C)C)CC3)(OC1=O)C2(C)C
    0.7	2%	10	4	3.5	-17	-6	7	0
c1ccc2c(Oc3ccc4c(c3)OCO4)nncc2c1
    -0.6	5%	5	-9	-2.9	8	0	44	10
Cc1cc(C)nc(NC(=O)CN2C(=O)c3ccccc3C2=O)n1
    -0.4	1%	-1	-5	-4.0	-12	0	-7	1
Cc1ccc(-c2csc3nnc(SCC(=O)Nc4nsc(-c5ccccc5)n4)n23)cc1
    0.5	4%	2	21	-0.1	30	6	0	27
COc1ccc(CCNC(=O)C2CCN(C(=O)N(C)C)CC2)cc1OC
    0.6	2%	7	1	-3.2	-9	-7	-4	0
O=C(Cc1cc(=O)[nH]c(=O)[nH]1)N1CCC(Cc2ccccc2)CC1
    0.9	6%	3	-7	-4.8	-5	-3	-3	-4
CCOc1ccc(N(CC(=O)N2CCc3ccccc32)S(=O)(=O)c2c(C)noc2C)cc1
    0.4	7%	-10	-5	3.3	27	-1	-6	1
COc1ccc(CCNC(=O)CCNS(=O)(=O)c2ccc3c(c2)CCN3C(C)=O)cc1OC
    0.4	6%	-9	-1	-3.4	-18	4	2	-11
NS(=O)(=O)c1cccc2cccnc12
    0.0	8%	-7	1	-3.3	-8	4	10	6

Later entries.
| smiles | 5HT1E ag | NADH enzymes | RORA act | HTR1E antagonist | HTR1A agonist | Ecoli tolC | MMP-13 inhibitor | SF-1 act | 5-HT1A blocker |
| --- | --- | --- | --- | --- | --- | --- | --- | --- | --- |
| O=C(CCN1C(=O)C2CC=C(Cl)CC2C1=O)N1CCCCC1 (centres undefined) | -0.4 | 5% | 12 | 2 | -0.5 | -10 | 5 | 3 | -11 |
| Cc1cc(-c2ccccc2)c2nncn2n1 | -0.4 | 2% | -3 | 6 | -1.6 | -9 | -63 | 23 | -8 |
| CC(C)(C)NC(=O)CSc1nnc(Cc2ccc3c(c2)OCO3)n1C1CCCCC1 | 0.6 | 5% | -5 | 9 | 1.4 | 12 | -3 | -6 | 14 |
| COc1ccccc1NC(=O)Cn1cnc2c(oc3ccccc32)c1=O | 2.0 | 4% | -3 | -7 | 1.6 | 18 | 2 | 14 | -12 |
| CN1CCN(c2c3c(c(C#N)c4nc5ccccc5n24)CCCC3)CC1 | -0.8 | 2% | -28 | 9 | -1.6 | 4 | 4 | 7 | / |
| O=CNCC(=O)NC1CCCCCC1 | -1.0 | 9% | 2 | -2 | 0.3 | -8 | -1 | -4 | 13 |
| N#Cc1c(/N=C/c2ccco2)sc2c1CCCCC2 | 1.1 | 3% | 45 | -8 | -1.5 | 7 | -1 | 82* | -12 |
| COc1ccc(C(=O)Nc2nc3nc(-c4ccccc4)cc(=O)n3[nH]2)cc1 | -0.9 | 6% | 7 | 4 | 0.9 | -31 | 4 | -5 | 10 |
| Cc1cc(=O)oc2c(CN3CCCCC3)c(O)c(Cl)cc12 | 1.0 | 6%[fluoresces] | -5 | 5 | 6.8 | 1 | i[fluorescence artefact?] | 15 | / |
| Cc1cc(NS(=O)(=O)c2ccc(NC(=O)C(C)Oc3ccc4c(C)cc(=O)oc4c3)cc2)no1 (centres undefined) | 0.2 | 10% | -9 | -5 | -2.6 | -1 | -15 | -5 | -9 |
| Cc1ccc(CCNC(=O)C2CCC(=O)N2C2CCCC2)cc1 (centres undefined) | 0.7 | 3% | 6 | -2 | -0.5 | -10 | -1 | 9 | -1 |
| O=C(Nc1ccccc1C(F)(F)F)N1CCC(N2CCCCC2)CC1 | 0.6 | 4% | -23 | 6 | -1.6 | -11 | -6 | -9 | 1 |
| COCCNC(=O)CN(c1ccc(C)cc1)S(=O)(=O)c1ccc(SC)cc1 | -0.5 | 4% | -2 | -3 | -1.6 | 5 | -3 | -6 | -7 |
| CCCCN1C(=O)NC(NC(C)=O)(C(F)(F)F)C1=O (centres undefined) | 0.1 | 13% | -5 | -3 | -5.7 | -27 | 4 | 9 | -6 |
| O=C(COc1ccccc1Cl)N1CCCC1 | 0.2 | 2% | 2 | 3 | -1.1 | 5 | 3 | 10 | -12 |
| Cc1cc(C)n2nc(SCC(=O)c3cc(C)n(-c4cc(C)on4)c3C)nc2n1 | 0.2 | 7% | -55 | 18 | 5.2 | 20 | -4 | -31 | 3 |
| c1ccc(-n2ncc3c2ncn2cnnc32)cc1 | -0.1 | 5% | -12 | -3 | 0.4 | -9 | -3 | -3 | -1 |
| CCOc1ccccc1C1C(C#N)=C(N)Nc2onc(-c3ccccc3)c21 (centres undefined) | -0.9 | 4% | 33 | -2 | -0.5 | 15 | 3 | 10 | 18 |
| COC(=O)Nc1sccc1C(=O)Nc1sccc1C(=O)OC | 0.5 | 4% | -11 | -1 | -1.2 | 19 | -7 | 3 | -9 |
| Cc1cc(C)nc(N2CCC(C(=O)NCCc3ccc(F)cc3)CC2)n1 | -0.7 | 0% | -5 | -7 | 0.5 | -12 | -1 | -2 | 4 |
| O=C(CN1CCN(C(=O)c2cccs2)CC1)Nc1ccc(Br)cc1 | 0.7 | 3% | -13 | -3 | -2.4 | -1 | 2 | -4 | -9 |
| CCc1cc2c(=O)n(N)c(CCC(=O)O)nc2s1 | 0.0 | 4% | 0 | 2 | 1.3 | -20 | 2 | 2 | -6 |
| COC(=O)c1[nH]c2ccccc2c1NC(=O)CN1CCCc2ccccc21 | -0.4 | 2% | -9 | 1 | -4.0 | 42 | -3 | 4 | 16 |
